# Assay outcomes: PubChem BioAssay, Sanford-Burnham Center for Chemical Genomics
# SENP8 block-1 = blocks the human protease SENP8. purified SENP8, Z-RLRGG-aminoluciferin cleavage, luminescence. actives 1.2% (n = 330,000). Q96LD8. inhibition, % at 10 µM. AID 2540; in the data active = inhibition above about 50%
# Target sequence (Q96LD8 whole entry, looked up): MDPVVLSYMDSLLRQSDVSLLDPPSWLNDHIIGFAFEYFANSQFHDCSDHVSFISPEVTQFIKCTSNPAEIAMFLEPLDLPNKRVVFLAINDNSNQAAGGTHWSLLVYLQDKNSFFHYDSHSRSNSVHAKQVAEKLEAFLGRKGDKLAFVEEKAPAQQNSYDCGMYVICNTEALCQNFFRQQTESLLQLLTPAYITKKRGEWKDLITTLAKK
# SENP8 block-2 = inhibitors of human SENP8 protease. AID 602440. actives 0.64% (n = 360,000). inhibition, % at 20 µM. recombinant SENP8, Nedd8 substrate fluorescence; in the data active = inhibition mostly above about 40%, no sharp cut-off; inactive = mostly below about 27%
# SENP6 inh = blocks the human protease SENP6 | actives 1.8% (n = 330,000) | AID 2599 | inhibition, % at 10 µM | Recombinant SENP6 catalytic domain, aminoluciferin luminescence | Q9GZR1;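 active = inhibition above about 50% at the single tested dose, limit read from the data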;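 note: plate controls were DMSO wells with enzyme for no effect and DMSO wells lacking enzyme for full effect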
# APOBEC3G inh = blocks human APOBEC3G single-stranded DNA deamination | inhibition, % at 20 µM | recombinant A3G, ssDNA deamination FAM/TAMRA fluorescence | actives 0.28% (n = 330,000) | AID 493012;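 active = inhibition of at least 40% at 20 µM, with no more than 30% in the related APOBEC3A deaminase screen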;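 note: plate controls were DMSO wells with A3G for no effect and wells lacking A3G enzyme for full effect; some compounds called inactive have numbers as strong as hits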
# SENP1 inh = SENP1 (human) catalytic domain inhibition; recombinant SENP1 catalytic domain, CyPet-SUMO1-YPet FRET cleavage; actives 0.21% (n = 360,000); inhibition, % at 10 µM;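 active = inhibition at least 30% at 10 µM, raw YFP signal under a set limit, fluorescence ratio 0.5 to 1.5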;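 note: 0% = enzyme with DMSO and 100% = no enzyme wells; some results filed as inactive read as strong as hits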
# Target sequence (Q9P0U3 419-644 limits assumed): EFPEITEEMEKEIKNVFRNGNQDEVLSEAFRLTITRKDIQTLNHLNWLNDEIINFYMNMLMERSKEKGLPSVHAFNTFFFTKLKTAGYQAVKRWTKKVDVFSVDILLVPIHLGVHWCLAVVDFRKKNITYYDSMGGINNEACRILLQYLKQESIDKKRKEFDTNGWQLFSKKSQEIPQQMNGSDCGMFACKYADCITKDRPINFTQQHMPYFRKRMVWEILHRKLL
#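 system = hSENP1 catalytic domain, recombinant | reagent = SFCypet-SUMO1-SFYpet substrate at 25 nM | doses = one dose per compound, 10 µM, 0.5% DMSO | incubation = enzyme reaction for 50 min at room temperature, dark | measured by = FRET, CFP and YFP emission | controls = no-enzyme low, enzyme-DMSO high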
# UBC13 polyUb = blocks human UBC13 polyubiquitin chain formation | P61088 | TR-FRET | inhibition, % at 20 µM | actives 0.47% (n = 330,000); in the data active = inhibition above about 45%, passing the limit was not always enough
# Target sequence (P61088 whole entry, looked up): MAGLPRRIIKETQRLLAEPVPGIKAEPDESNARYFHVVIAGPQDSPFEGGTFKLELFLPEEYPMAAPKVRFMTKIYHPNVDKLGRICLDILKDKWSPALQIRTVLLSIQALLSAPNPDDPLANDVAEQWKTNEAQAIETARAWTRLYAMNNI
# SENP7 block = blocks the human protease SENP7. Q9BQF6. recombinant SENP7, Z-RLRGG-aminoluciferin luminescence, 40 min. inhibition, % at 5 µM. actives 1.5% (n = 330,000). AID 434973;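 active = inhibition above about 50% at the single test dose, limit read from the data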;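 note: plate controls were DMSO with enzyme for no effect and no enzyme buffer wells for full effect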
# Target sequence (Q9BQF6 706-1050 limits assumed): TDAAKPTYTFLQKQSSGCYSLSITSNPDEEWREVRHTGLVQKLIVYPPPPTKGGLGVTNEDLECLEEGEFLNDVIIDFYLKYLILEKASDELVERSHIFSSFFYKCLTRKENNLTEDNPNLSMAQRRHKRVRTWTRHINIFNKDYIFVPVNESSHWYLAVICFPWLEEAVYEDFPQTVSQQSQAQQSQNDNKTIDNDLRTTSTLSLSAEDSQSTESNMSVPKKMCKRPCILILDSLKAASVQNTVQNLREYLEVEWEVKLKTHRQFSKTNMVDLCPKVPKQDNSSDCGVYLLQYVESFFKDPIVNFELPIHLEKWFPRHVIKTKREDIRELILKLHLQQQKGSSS
# Apaf-1 inh = inhibitors of human Apaf-1 apoptosome | actives 0.71% (n = 330,000) | inhibition, % at 20 µM | reconstituted apoptosome caspase-3 activity, DEVD-Rh110 fluorescence | O14727; active = inhibition of at least 40% at 20 µM;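 note: plate controls were DMSO wells for no effect and DEVD-CHO caspase inhibitor wells for full effect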
#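 Material: cell-free apoptosome with Apaf-1, procaspase-3 and caspase-9; Buffer or medium: Hepes pH 7.5 with detergent and BSA; Reagent: cytochrome c trigger plus (Z-DEVD)2-Rh110 caspase-3 substrate; Times: compound with Apaf-1, dATP, procaspase-3 30 min, then 50 min reaction, room temperature; Technique: Rh110 fluorescence intensity.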
# An asterisk follows results filed as active; i = inactive.
SMILES,SENP8 block-1,SENP8 block-2,SENP6 inh,APOBEC3G inh,SENP1 inh,UBC13 polyUb,SENP7 block,Apaf-1 inh
CCN(CC)S(=O)(=O)c1ccc(N2CCCC2)c(NC(=O)Cc2cc(OC)c(OC)c(OC)c2)c1,4,12,-5,-7,-4,1,-4,4
O=C(NCc1ccco1)C(c1ccncc1)N(C(=O)Cn1nnc2ccccc21)c1ccccc1 (configuration not stated),0,4,-8,-10,-1,0,6,-2
COc1ccc(C(C(=O)OCCN(C)C)c2ccccc2)cc1 (configuration not stated),-1,18,-1,1,-1,-4,5,5
O=C(NCCc1ccc(Cl)cc1)c1ccc2[nH]c(=O)c(=O)[nH]c2c1,-5,-270,-8,-6,-1,20,-3,-2
Cn1cc(C(=O)N2CCN(c3ccccn3)CC2)c(=O)c2cc(S(=O)(=O)N3CCOCC3)ccc21,-5,7,-16,-4,5,-3,1,-8
CCN(CC(=O)Nc1c(F)cccc1F)C(=O)c1cnccn1,2,1,-13,-1,2,-2,-7,-3
CCCOc1ccc(/C=N/NC(=O)c2ccc3c(c2)OCO3)c(OCCC)c1,-7,-109,-6,-12,0,-12,-7,16
O=C(Nc1ccc(Cl)c(S(=O)(=O)N2CCOCC2)c1)c1ccc(Cl)nc1,-1,1,-4,-11,1,3,-2,10
Cc1cccc(NC(=O)c2cccnc2Cl)n1,1,-92,25,5,-2,-4,6,12
O=C(Nc1ccccc1Oc1cccnc1)C1CCCN(Cc2ccccc2O)C1 (configuration not stated),-5,8,-12,7,1,-2,4,0
CC(C)C(C(=O)NCc1ccco1)N(C(=O)CNS(=O)(=O)c1ccc(Cl)cc1)C1CCCC1 (configuration not stated),-1,9,-10,-8,1,1,-2,12
CC(C)[C@H](NC(=O)[C@@H]1Cc2ccccc2CN1C(=O)OC(C)(C)C)C(=O)NC1CCCC1,1,11,-7,6,1,-5,10,3
Cn1nnnc1SCC(=O)Nc1c(Cl)cccc1Cl,-2,10,0,-3,2,-1,0,-4
Cc1nc(NC(=O)CN2CC(C)OC(C)C2)sc1C(=O)N(C)C (configuration not stated),-1,18,5,-5,-3,2,-5,-9
CC(=O)C1=C(C)NC(=O)NC1c1cc(Br)ccc1OCC(N)=O (configuration not stated),1,-43,-10,-10,-10,-1,-5,-2
CC(C)(C)/C=N/NC(=O)C1CC1,-9,10,2,-2,2,6,-2,-2
O=C1CC(c2ccccc2)=NN1c1ccc([N+](=O)[O-])cc1,82*,71*,75*,-13,-1,0,46,0
O=C(NN=C1CCCC1)c1cc(Br)ccc1O,-8,-298,-6,1,1,1,5,-4
COc1ccccc1CN1CC(C(=O)NC2(c3ccccc3)CC2)CCC1=O (configuration not stated),-5,5,-22,-4,3,-6,9,11
CCCCS(=O)(=O)Nc1ccc(Cc2ccncc2)cc1,-1,13,-31,-7,1,0,8,-2
CC(NC(=O)COC(=O)c1cccc(S(=O)(=O)N2CCCC2)c1)c1ccccc1 (configuration not stated),5,2,7,-8,-2,1,1,-7
Cc1cc(OCC(=O)NCCCn2ccnc2)c2c(C)cc(=O)oc2c1,-4,-321,4,-4,2,17,3,-3
COc1ccc(OC)c(/C=N/NC(=O)CSc2nnc(C)n2-c2ccccc2)c1,-10,-427,-19,-7,-5,-1,9,10
COc1cc(/C=N/NC(=O)c2ccc3c(c2)OCCO3)cc(Br)c1O,-6,-139,-10,-2,-4,-1,10,-1
COc1ccccc1NCC(=O)NNCC(=O)Nc1ccc(F)c(Cl)c1,-1,22,19,2,1,11,-6,3
COc1ccc(OC)c(NC(=O)N2CCCC(CNS(=O)(=O)c3cccs3)C2)c1 (configuration not stated),-2,12,-19,8,0,-6,-2,0
CC1=Nn2c(nnc2-c2ccccc2)SC1,-4,4,8,0,3,-7,-10,8
COc1ccccc1C(=O)N1C(CC(=O)Nc2ccccc2C)C(=O)NC2CCCCC21 (configuration not stated),4,8,-6,-6,0,-2,-2,-8
CCCn1nc(C(=O)NNC(=O)Cc2ccc(S(=O)(=O)N3CCOCC3)s2)c2ccccc2c1=O,-3,0,-6,-5,-3,-2,-8,10
Cc1nn(C)cc1S(=O)(=O)Nc1ccc(F)c(F)c1,-3,-4,-25,0,2,6,5,14

# Part of the list above in order of length of the SMILES, smallest number first:
SMILES,SENP8 block-1,SENP8 block-2,SENP6 inh,APOBEC3G inh,SENP1 inh,UBC13 polyUb,SENP7 block,Apaf-1 inh
CC(C)(C)/C=N/NC(=O)C1CC1,-9,10,2,-2,2,6,-2,-2
CC1=Nn2c(nnc2-c2ccccc2)SC1,-4,4,8,0,3,-7,-10,8
O=C(NN=C1CCCC1)c1cc(Br)ccc1O,-8,-298,-6,1,1,1,5,-4
Cn1nnnc1SCC(=O)Nc1c(Cl)cccc1Cl,-2,10,0,-3,2,-1,0,-4
CCCCS(=O)(=O)Nc1ccc(Cc2ccncc2)cc1,-1,13,-31,-7,1,0,8,-2
Cc1nn(C)cc1S(=O)(=O)Nc1ccc(F)c(F)c1,-3,-4,-25,0,2,6,5,14
Cc1nc(NC(=O)CN2CC(C)OC(C)C2)sc1C(=O)N(C)C (configuration not stated),-1,18,5,-5,-3,2,-5,-9
CC(=O)C1=C(C)NC(=O)NC1c1cc(Br)ccc1OCC(N)=O (configuration not stated),1,-43,-10,-10,-10,-1,-5,-2
COc1cc(/C=N/NC(=O)c2ccc3c(c2)OCCO3)cc(Br)c1O,-6,-139,-10,-2,-4,-1,10,-1
COc1ccc(OC)c(/C=N/NC(=O)CSc2nnc(C)n2-c2ccccc2)c1,-10,-427,-19,-7,-5,-1,9,10
COc1ccc(OC)c(NC(=O)N2CCCC(CNS(=O)(=O)c3cccs3)C2)c1 (configuration not stated),-2,12,-19,8,0,-6,-2,0
CC(NC(=O)COC(=O)c1cccc(S(=O)(=O)N2CCCC2)c1)c1ccccc1 (configuration not stated),5,2,7,-8,-2,1,1,-7
CCCn1nc(C(=O)NNC(=O)Cc2ccc(S(=O)(=O)N3CCOCC3)s2)c2ccccc2c1=O,-3,0,-6,-5,-3,-2,-8,10

# Following part.
SMILES,SENP8 block-1,SENP8 block-2,SENP6 inh,APOBEC3G inh,SENP1 inh,UBC13 polyUb,SENP7 block,Apaf-1 inh
COCCNC(=O)c1ccc2c(c1)nc(C)n2-c1cc(OC)c(OC)c(OC)c1,2,16,6,-7,0,-7,3,2
CCOC(=O)c1cccc(NC(=O)CSc2nc3ccccc3c(=O)n2CC)c1,5,12,-13,-4,-1,12,-1,-3
Cc1ccsc1C1NC(=O)c2c(sc3c2CCCC3)N1 (configuration not stated),48,-241,74*,7,-20,-1,54*,2
CCN(CC)C1CCS(=O)(=O)C1 (configuration not stated),-13,5,-13,-11,-2,-11,-2,1
COc1ccc(NC(=O)CC2C(=O)N(c3ccccc3)C(=O)N2Cc2ccco2)cc1 (configuration not stated),-2,28,-6,-4,2,-1,6,-5
CCOc1cc(/C=C/c2nc3cc(C)c(C)cc3s2)ccc1OCC(=O)N1CCOCC1,-8,-400,13,-11,-114,16,12,45*
O=C(NCC(c1ccco1)N1CCc2ccccc21)c1ccccc1 (configuration not stated),2,9,-12,-7,-2,-2,-1,14
CC(C)(C)OC(=O)C[C@@H]1C/C=C\C[C@@H](CC(=O)NCCO)C(=O)N[C@H](C(C)(C)C)COC1=O,1,24,17,1,2,2,3,-3
O=C(CN1CCN(S(=O)(=O)c2ccccc2F)CC1)Nc1ccnn1C1CCCC1,-14,8,-10,-1,-2,-3,2,10
O=C(CSc1nnnn1C1CC1)N1CCN(Cc2ccccc2F)CC1,-4,9,0,-8,-3,-3,2,5
O=C(NCC(=O)N1CCC(N2CCCCC2)CC1)C1CCCCC1,1,0,0,-8,-4,5,6,-11
Cc1c(C(=O)O)oc2ccc(S(=O)(=O)NCc3ccc4c(c3)OCO4)cc12,-9,-4,-14,-3,0,-7,-4,5
CSc1nc(C(=O)N2CCc3c([nH]c4ccccc34)C2c2ccccn2)cs1 (configuration not stated),-12,12,-24,-9,-3,-14,-9,10
Cc1ccc(-n2c(-c3ccncc3)nnc2-c2ccco2)cc1,0,-80,3,-1,1,0,5,6
Cc1c(NS(=O)(=O)c2cc(C(=O)N3CCCC(C)C3)ccc2Cl)c(=O)n(-c2ccccc2)n1C (configuration not stated),-12,0,-29,-7,2,-13,-4,7
CCC(NC(=O)C1(C)CC1(Br)Br)c1ccc(C)cc1 (configuration not stated),-8,11,-31,-3,0,-8,1,11
CCCNc1cc(=O)n(C)c(=O)n1C,-12,14,-12,-5,-1,-8,-6,3
COc1ccc(-c2nnc(-c3ccc(N)cc3)o2)cc1,12,-322,47,-9,-1,6,38,16
CCOC(=O)c1c(C)oc2ccc(OS(C)(=O)=O)cc12,5,5,-16,-2,3,8,-5,-2
Cc1cccc(NC(=O)CSc2n[nH]c(-c3cccnc3)n2)c1,5,3,-20,-5,1,6,-7,1

# SENP8 block-2: entries above that show a hit.
structure | SENP8 block-2 | SENP6 inh | APOBEC3G inh | SENP1 inh | UBC13 polyUb | SENP7 block
O=C1CC(c2ccccc2)=NN1c1ccc([N+](=O)[O-])cc1 | 71* | 75* | -13 | -1 | 0 | 46

# (listing goes on)
SMILES,SENP8 block-1,SENP8 block-2,SENP6 inh,APOBEC3G inh,SENP1 inh,UBC13 polyUb,SENP7 block,Apaf-1 inh
CCOC(=O)Cn1c(=NC(=O)C2CC2)sc2c(C)cc(C)cc21,-2,21,14,-2,1,0,-1,-2
O=C(Nc1ccc(-n2nncc2-c2ccco2)cc1)c1cccc(F)c1,-2,2,-11,-3,1,-3,0,1
CN(c1ccc(F)cc1)S(=O)(=O)c1ccc(Cl)c(C(=O)Nc2ccc3c(c2)CCC3)c1,-2,14,3,-5,2,7,3,6
COc1cc2nc(CC(C)C)n(NC(=O)c3ccccc3)c(=O)c2cc1OC,-7,22,-4,-2,-2,16,-10,-4
COc1cc(OC)c(/C=N/NC(=O)c2ccc([N+](=O)[O-])cc2)cc1Br,1,14,-2,-5,4,-33,-3,-7
CCc1ccc(OCCNC(=O)c2ccccc2SCc2ccc(F)cc2)cc1,0,22,2,-3,1,5,-2,23
CCCOc1ccc(C(=O)CCNc2cccc(Cl)c2)cc1,-6,1,-11,-4,4,-6,6,10
CCN(CC)CCCn1c(=S)[nH]c2cc(OC)c(OC)cc2c1=O,5,11,-1,6,-1,-2,9,0
Cc1cc(CN(C)C(=O)c2cc(COc3ccc(C)c(C)c3)on2)n[nH]1,2,-17,2,1,-2,-3,-3,15
COC(=O)C1CCN(C(=O)c2cc(-c3ccco3)nc3ccccc23)CC1,9,i,4,83,3,14,12,14
O=C(c1ccncc1)c1ccc([N+](=O)[O-])cc1,-5,17,37,-12,3,-3,11,-3
Cc1c(C)c2ccc(OCC(=O)N3CCN(c4cccc(Cl)c4)CC3)cc2oc1=O,-2,-317,0,-2,2,-9,-2,21
Cc1c(C(=O)/C=C/N(C)C)nnn1-c1ccc(Cl)cc1Cl,4,8,3,-6,-42,-10,-3,-14
